From PubChem
Nrf2 inh: Nrf2 qHTS screen for inhibitors; AID 504444, 2011; actives 2.1% (n = 360,000); Potency, µM (titrated, usually from 46 µM), for the others: top-dose activity change, negative = inhibition, usual class: inhibitors; A549 ARE-Fluc reporter, luciferase luminescence, 18-24 h; note: potency is the fitted concentration of half-maximal effect; % is set by controls: 0 for no effect and ±100 for the full control effect; nearly all actives have a fitted effect of over 60% in size
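In this cell-based qHTS, ARE-driven firefly luciferase in A549 cells reports Nrf2 activity; the luminescent signal after BugLite lysis is the measured value, with a prior CellTiter-Fluor read for cell health.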
TGFb SMAD3 inh: qHTS for Inhibitors of TGF-b | HepG2 CAGA-GFP TGF-b/SMAD3 reporter, GFP fluorescence, 18 h; TGF-beta stimulated, 500 pg/mL final | actives 1.2% (n = 410,000) | Potency, µM (series often up to 46.1 µM), for inactives: at the highest dose activity, negative = inhibition, usual class: inhibitors; note: potency is the fitted concentration of half-maximal effect; % is set by controls: 0 for no effect and ±100 for the full control effect; nearly all actives have a fitted effect of over 65% in size
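Inhibition was scored as loss of TGF-beta-induced (500 pg/mL final, 18 hours, 37 degrees C) GFP in HEPG2 cells carrying a CAGA-GFP reporter, in DMEM with 1% FBS. Well GFP was summed per cell; Activity was normalised to unstimulated and stimulated DMSO wells, then concentration-response fitting.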
EPAC2 ag: qHTS for Agonist of cAMP-regulated guanine nucleotide exchange factor 4 (EPAC2): primary screen. EPAC2 activation, biochemical qHTS; response scale: 100% = 6.5 mM cAMP response. Rap guanine nucleotide exchange factor 4 (Homo sapiens), Q8WZA2. actives 0.079% (n = 360,000). Potency, µM (doses to about 154 µM), for the others: at the highest dose activation, actives largely listed as activators; note: potency is the fitted concentration of half-maximal effect; nearly all actives have a fitted effect of over 50% in size
Target sequence (Q8WZA2 whole entry, looked up): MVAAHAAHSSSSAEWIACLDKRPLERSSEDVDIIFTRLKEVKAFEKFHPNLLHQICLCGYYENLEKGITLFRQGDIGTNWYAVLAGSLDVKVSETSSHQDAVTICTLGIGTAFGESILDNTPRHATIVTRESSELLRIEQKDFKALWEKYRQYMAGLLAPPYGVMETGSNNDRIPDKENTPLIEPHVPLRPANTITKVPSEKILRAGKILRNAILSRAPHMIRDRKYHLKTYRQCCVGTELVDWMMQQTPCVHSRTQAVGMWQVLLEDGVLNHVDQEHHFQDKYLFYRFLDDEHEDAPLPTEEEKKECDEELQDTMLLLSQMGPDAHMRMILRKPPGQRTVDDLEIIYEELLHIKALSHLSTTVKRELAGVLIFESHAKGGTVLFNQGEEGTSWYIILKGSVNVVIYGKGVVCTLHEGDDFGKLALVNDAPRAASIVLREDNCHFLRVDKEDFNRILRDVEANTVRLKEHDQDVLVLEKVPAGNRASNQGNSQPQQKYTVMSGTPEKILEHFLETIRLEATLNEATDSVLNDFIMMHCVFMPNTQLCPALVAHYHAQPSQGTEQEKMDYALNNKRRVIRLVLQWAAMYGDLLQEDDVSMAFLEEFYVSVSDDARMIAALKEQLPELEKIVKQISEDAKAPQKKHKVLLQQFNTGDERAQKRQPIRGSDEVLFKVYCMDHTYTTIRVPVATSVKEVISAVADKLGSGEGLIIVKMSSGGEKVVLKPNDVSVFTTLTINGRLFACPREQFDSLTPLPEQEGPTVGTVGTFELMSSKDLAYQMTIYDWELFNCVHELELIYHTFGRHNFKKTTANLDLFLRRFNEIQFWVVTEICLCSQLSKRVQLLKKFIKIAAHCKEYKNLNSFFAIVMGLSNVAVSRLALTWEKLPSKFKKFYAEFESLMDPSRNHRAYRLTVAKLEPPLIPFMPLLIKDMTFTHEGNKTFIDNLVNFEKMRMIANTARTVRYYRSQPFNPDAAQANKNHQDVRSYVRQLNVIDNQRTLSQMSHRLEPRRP
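Guanine nucleotide exchange by EPAC2 is measured as reduced fluorescence of BODIPY-GDP once it is released from 250 nM Rap1B. Plates are read kinetically for 30 min at room temperature; results are scaled to 6.5 mM cAMP.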
ATXN viability: Viability Counterscreen for Primary qHTS for Inhibitors of ATXN expression | S2 cells (HEK-293 line with an ATXN2-luciferase reporter) viability, CellTiter-Fluor protease fluorescence, 24 h | Potency, µM (titrated, usually from 56.7 µM), most hits filed as cytotoxic | actives 0.49% (n = 400,000) | AID 651635, 2014; note: potency is the fitted concentration of half-maximal effect; nearly all actives have a fitted effect of over 40% in size
Nrf2 ARE act: qHTS of Nrf2 Activators; actives 0.31% (n = 410,000); AREc32 ARE-luciferase reporter (MCF7-derived line), luminescence, 24 h; AID 624171, 2012; Potency, µM (doses to about 46.1 µM), without a hit: at the top dose activation, most hits filed as activators; note: potency is the fitted concentration of half-maximal effect; % of control where 0% means no effect; nearly all actives have a fitted effect of over 65% in size
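AREc32 cells carrying an ARE-driven firefly luciferase reporter were seeded at 1000 cells/well in OPTI-MEM with 5% FBS, then exposed to compound for 24 hr at 37 deg C. Luminescence was read with Steady-Glo after 30 min at RT.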
A549 tox: Nrf2 qHTS screen for inhibitors: counterscreen for cytotoxicity | actives 0.16% (n = 390,000) | A549 ARE-Fluc cells, CellTiter-Fluor viability, 18-24 h | Potency, µM (titrated, usually from 46 µM), without a hit: at the top dose activity change, negative = cytotoxicity, actives largely listed as inhibitors; note: potency is the fitted concentration of half-maximal effect; % is set by controls: 0 for no effect and ±100 for the full control effect
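A549 ARE_Fluc cells in 5% FBS OPTI-MEM were exposed to compounds in concentration-response for 18-24 h at 37 deg C. Viability was read by CellTiter-Fluor fluorescence (Ex 405/Em 525) after 30 min, before the luciferase read.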
IL2 activator: qHTS of IL-2 Activators; IL-2 activation reporter assay, cell-based qHTS; stimulated with anti-CD3/CD4/CD28 beads; in transgenic mouse T cells; activation, % (series mostly up to about 46 µM); actives 0.065% (n = 360,000); in the data active = activation above about 50%; inconclusive = mostly about 30% to 49%; note: 0% is about no effect
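Readout: EGFP and DsRed signals by fluorescent plate cytometry. Unstimulated transgenic mouse T cells received compound 60 min before antibody-bead stimulation, then incubated 18 h at 37 degrees C.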
ATXN2 expr inh: Primary qHTS for Inhibitors of ATXN expression. HEK-293 ATXN2-luciferase reporter, luminescence, 24 h. actives 0.72% (n = 360,000). Potency, µM (top dose mostly 57 µM), for inactives: top-dose activity change, negative = inhibition, usual class: inhibitors; note: potency is the fitted concentration of half-maximal effect; % is set by controls: 0 for no effect and ±100 for the full control effect; nearly all actives have a fitted effect of over 55% in size
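qHTS (up to 57 uM final) was run with 24 h compound exposure of reporter cells at 37 °C. Each well was multiplexed: SteadyGlo luminescence measured ATXN2-luciferase expression after a fluorogenic Gly-Phe-AFC viability readout (25 uM final).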
HepG2 viability: qHTS for Inhibitors of TGF-b: Cytotox Counterscreen. HepG2 CAGA-GFP viability, ATP luminescence, 18 h. Potency, µM (series often up to 46.1 µM), without a hit: top-dose activity change, negative = cytotoxicity, usual class: cytotoxic. actives 0.76% (n = 410,000). AID 588856, 2011; note: potency is the fitted concentration of half-maximal effect; some results filed as inactive show a strong effect at the top dose
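CellTiter-Glo luminescence gave cytotoxicity after 18 hours at 37 degrees C. The cells were HepG2 CAGA-GFP in 1% FBS DMEM, stimulated with 500 pg/mL TGF-beta after compound addition. %Activity was normalised to no-cell wells (complete cell-killing) and DMSO (no toxicity), and curves were fitted and classified.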
The depositor's hits bear a star; i = inactive; u = inconclusive; x = not tested or not shown; & = joins results of further samples; [ ] = another dose, or the depositor's remark. Unless noted, calls come from the whole dose curve; as a rule, active = well fitted curve in the direction sought with a large enough effect; inconclusive = small, poorly fitted or top-dose-only effect, or another doubt; inactive = no such curve, though single readings can be large; an effect the other way counts as inactive or inconclusive.

SMILES | Nrf2 inh | TGFb SMAD3 inh | EPAC2 ag | ATXN viability | Nrf2 ARE act | A549 tox | IL2 activator | ATXN2 expr inh | HepG2 viability
CC(C)OC(=O)CCCN1C(=O)c2ccc(N)cc2C1=O | -6.6% | 0.0% | -3.4% | i | -0.6% | -9.1% | -1.6 | 4.3% | -4.1%
CC(C)c1ccc(NC(=O)C2C3C=CC(CC3)C2C(=O)O)cc1 (stereo not given) | -2.2% | -21.6% | 16.4% | i | 0.4% | 1.5% | -0.4 | 12.2% | -24.7%
OC(COc1ccccc1)Cn1cc(Br)cn1 (stereo not given) | 17.3% | 1.9% | -10.6% | i | -0.5% | -6.5% | 1.5 | 13.0% | -5.6%
CC(C)n1nnnc1-c1cc(Cl)cc(Cl)c1 | 10.4% | 27.8% | 5.4% | i | -0.7% | 0.7% | -1.9 | 1.2% | -8.4%
CC(=O)N1CCc2cc(S(=O)(=O)NC(CC(C)C)C(=O)Nc3cc(C(=O)O)ccc3C)ccc21 (stereo not given) | 0.9% | 10.2% | 5.3% | u | 0.7% | -5.6% | 0.9 | 2.0% | -1.0%
COc1ccc(-c2nn(-c3ccccc3C)cc2CNC(C)c2cn(C)nc2C)cc1F (stereo not given) | u | -12.0% | 10.5% | i | 0.2% | 5.5% | -0.6 | -31.0% | -3.5%
CCC(C)(C)NC(=O)C(c1ccc(O)cc1)N(C(=O)Cn1nnc2ccccc21)c1ccc(NC(C)=O)cc1 (stereo not given) | -13.9% | -0.7% | 19.3% | i | -0.3% | 7.7% | 0.0 | -20.5% | -4.3%
COc1ccc(CNC(=O)CCCc2ccccc2)cc1 | -4.4% | -1.9% | 0.4% | i | -0.6% | -2.2% | 0.2 | -3.1% | 2.2%
Cc1ccc(C)c(CNC(=O)CN2C(=O)CSc3ccc(S(=O)(=O)N(C)C)cc32)c1 | 25.0% | u | x | i | 0.8% | 4.7% | x | 2.1% | -18.0%
O=C(Nc1cccc(C(F)(F)F)c1)Nc1ccc2nc([C@@H]3O[C@H](CO)[C@@H](O)[C@H](O)[C@H]3O)[nH]c2c1 | x | -6.0% | -1.2% | i | -0.9% | x | -0.2 | 18.6% | 0.2%
COCCn1c(SCC(=O)NC2CCCC2)nnc1-c1ccco1 | -3.5% | -3.6% | 7.2% | i | -0.4% | -9.4% | 0.1 | -4.2% | 19.5%
CN(C(=O)Cn1nnc2ccccc2c1=O)C1CCCCC1 | 10.1% | 23.9% | 7.2% | i | 1.5% | 4.9% | -0.4 | -0.1% | -5.1%
CCc1ccccc1OCC(=O)Nc1cccc(S(=O)(=O)NC2=NCCC2)c1 | -5.0% | 0.8% | 1.8% | u | -0.4% | -1.3% | -0.2 | -4.9% | -3.2%
Cc1cccc(C)c1NC(=S)N1CCCN(Cc2ccc(F)cc2)C1 | -1.1% | -11.6% | 17.2% | i | 4.0% | -0.8% | 1.0 | -14.6% | -1.6%
COc1ccc(/C=N/NC(=O)c2nn(-c3ccccc3)c(=O)c3c(N)scc23)cc1 | -21.3% | -13.8% | -1.4% | i | -1.4% | x | -1.4 | 5.1% | 4.4%
COc1ccccc1N1CC(C(=O)Nc2ccc(N3CCOCC3)cc2)CC1=O (stereo not given) | -0.2% | 8.2% | 11.4% | i | 0.7% | 2.0% | -0.3 | -4.7% | 0.4%
COc1cccc(N/N=C(\C#N)S(=O)(=O)C(C)(C)C)c1 | 23.0% | 0.0% | 9.7% | i | -0.1% | -12.4% | -0.2 | -0.8% | -6.2%
CN1OC[C@@H]2CN(C(=O)CCc3ccccc3)[C@H](c3cccc(Oc4ccccc4)c3)C[C@@H]21 | 17.1% | 0.3% | 2.5% | i | 2.5% | -1.6% | 0.5 | 0.3% | -14.1%
COc1ccc2nc3sc(C(=O)NCCc4ccc(Cl)cc4)cc3cc2c1 | 5.6% | 1.6% | x | i | 0.0% | -0.6% | x | 3.1% | -41.6%
O=C(Nc1cccc(S(=O)(=O)N2CCCCC2)c1)C1CCC1 | -9.7% | 0.0% | 2.0% | i | 0.4% | 2.7% | -6.7 | -18.7% | -3.5%
CC(=O)N(Cc1ccc(F)cc1)Cc1nc2ccccc2c(=O)[nH]1 | u | -25.9% | 0.0% | i | -0.2% | 1.6% | -0.2 | -24.2% | -3.7%
O=C(c1ccc(S(=O)(=O)N2CCOCC2)cc1)N(c1ccccc1)C1C=CS(=O)(=O)C1 (stereo not given) | -4.9% | -10.5% | 1.8% | i | -0.2% | 7.2% | -0.5 | -1.3% | -3.3%
CSCCC(NC(=O)/C(=C\c1ccc(Cl)cc1)NC(=O)c1ccccc1)C(=O)O (stereo not given) | 1.7% | 3.3% | 1.5% | i | -0.3% | -8.6% | 0.4 | 4.7% | 8.2%
COc1ccc(-c2ccc3c(c2)C2CC3CCN2C(=O)C2CCCCC2)cc1 (stereo not given) | -20.3% | u | 15.9% | i | 4.9% | 2.6% | -0.5 | -10.1% | -7.3%
O=C(NC1CCC(C(=O)O)CC1)OCc1ccccc1 (stereo not given) | 2.5% | -2.0%&6.3%&12.1% | 5.4%&10.4%&10.9% | u | -0.1%&0.0%&-0.7% | 4.1%&-1.9% | 0.9&1.4&0.7 | -0.4%&-6.4% | -14.1%&2.0%&1.5%
Continuation.
SMILES | Nrf2 inh | TGFb SMAD3 inh | EPAC2 ag | ATXN viability | Nrf2 ARE act | A549 tox | IL2 activator | ATXN2 expr inh | HepG2 viability
CCOC(=O)c1c(C)n(C)c2cc(-c3cccc(C(F)(F)F)c3)c(O)cc12 | -14.3% | -5.9% | 7.8% | i | -0.6% | 25.2% | 1.0 | x | -5.4%
COc1ccc(C(=O)NCCc2ccccc2)cc1OC | u | 24.3% | 4.4% | i | 1.2% | 0.5% | 1.3 | 36.4%[activator] | -5.1%
CCOc1ccc(S(=O)(=O)NCCCN2CCCC2=O)cc1 | 2.1% | 0.1% | -3.8% | u | 0.3% | -0.9% | -0.3 | -30.5% | 2.9%
COc1cccc(-c2cnc3c(NC=O)cc(-c4ccc(S(C)(=O)=O)cc4)cn23)c1 | x | 1.78µM* | 8.9% | i | 16.8% | x | -0.9 | -20.6% | -3.3%
O=C(COc1ccc(F)cc1F)Nc1cccnc1 | 8.6% | 0.4% | 5.3% | i | -0.2% | 1.5% | -1.9 | 26.8% | 1.9%
CCn1ccc(C(=O)NCCCN2CCCC2=O)n1 | 1.9% | 0.0% | 2.0% | i | 0.2% | -1.0% | -3.3 | -5.9% | 4.1%
CC1(C)Cc2c(sc3c2c(=N)n(Cc2ccco2)c(=O)n3CC(=O)Nc2cccc(Cl)c2)CO1 | -15.9% | -65.6% | 10.6% | i | 2.9% | -5.8% | -0.2 | -2.6% | -4.7%
CS(=O)(=O)N1N=C(c2cccs2)CC1c1ccccc1F (stereo not given) | 0.2% | -14.3% | -1.9% | i | 2.0% | -4.2% | 1.6 | -5.7%[11.3 µM] | -10.2%
NC(=O)c1ccccc1NC(=O)CN1c2ccccc2S(=O)(=O)c2ccccc21 | u | -6.1% | x | i | -1.2% | -0.8% | x | -2.1% | -21.6%
CCCCn1nc2cc(C(=O)NCc3ccco3)ccc2c1OCC | -5.5% | -28.6% | 6.6% | i | -0.4% | -7.0% | -0.3 | 2.1% | 0.1%
CCOC(=O)c1cn[nH]c1NC(=S)Nc1ccc(OC)cc1 | u | -28.4% | -1.9% | i | -1.4% | 0.6% | -3.2 | -46.0% | -24.8%
CCc1c(C)c(C#N)c2nc3ccccc3n2c1NCCCN(C)C | x | 0.6% | 4.4% | i | 0.9% | x | 0.3 | x | -51.9%
O=C(NC1CC1)c1cccc(NC(=O)C2CCCCC2)c1 | 14.1% | -3.5% | 9.1% | i | 0.2% | -1.4% | -0.8 | 18.4% | -20.7%
Cc1ccc(-c2nnc(SCC(=O)N/N=C/c3ccccc3C(=O)O)n2C2CCCCC2)cc1 | 2.7% | -1.9% | -0.8% | i | -0.6% | 0.3% | -3.8 | 7.0% | 1.3%
CCC(C)Cn1c(C(C)C)nc2ccccc21 (stereo not given) | 3.7% | -3.3% | 6.5% | i | -0.1% | 1.5% | -3.7 | 1.7% | 4.6%
O=C(CN1CC(=O)Oc2ccccc21)OCC(=O)c1ccc(F)cc1 | -5.1% | u | 1.8% | u | u | u | -3.2 | u | -4.6%
Cn1c(SCC(=O)Nc2cccnc2)nnc1-c1ccccc1F | u | 14.3% | 0.1% | i | -0.1% | 1.8% | 0.8 | -9.3% | 0.0%
O=C(CSc1ccc2nnc(-c3ccccn3)n2n1)Nc1ccc(F)cc1F | 8.3% | -5.5% | 15.3% | i | 1.8% | 2.5% | -3.2 | -3.9% | -57.3%

Entries of single compounds, looked up by structure. Order of screens: Nrf2 inh	TGFb SMAD3 inh	EPAC2 ag	ATXN viability	Nrf2 ARE act	A549 tox	IL2 activator	ATXN2 expr inh	HepG2 viability
`NC(=O)c1ccccc1NC(=O)CN1c2ccccc2S(=O)(=O)c2ccccc21` as listed: u	-6.1%	x	i	-1.2%	-0.8%	x	-2.1%	-21.6%
`CCn1ccc(C(=O)NCCCN2CCCC2=O)n1` as listed: 1.9%	0.0%	2.0%	i	0.2%	-1.0%	-3.3	-5.9%	4.1%
`CS(=O)(=O)N1N=C(c2cccs2)CC1c1ccccc1F` (stereo not given) as listed: 0.2%	-14.3%	-1.9%	i	2.0%	-4.2%	1.6	-5.7%[11.3 µM]	-10.2%
`O=C(NC1CC1)c1cccc(NC(=O)C2CCCCC2)c1` as listed: 14.1%	-3.5%	9.1%	i	0.2%	-1.4%	-0.8	18.4%	-20.7%
